Bioassay records deposited in PubChem by several laboratories.
TLR4 MyD88 comp – TLR4-MyD88 interaction inhibition in cells; AID 861; HeLa CL3-4 TLR4/MyD88 BLA complementation, FRET ratio; 200,000 compounds, 0.18% hits; inhibition, % at 8.4 µM; O00206+Q99836; in the data active = inhibition above about 25%;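 also: 0% = vehicle and 100% = reference inhibitor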
Target sequence (O00206 whole entry, looked up): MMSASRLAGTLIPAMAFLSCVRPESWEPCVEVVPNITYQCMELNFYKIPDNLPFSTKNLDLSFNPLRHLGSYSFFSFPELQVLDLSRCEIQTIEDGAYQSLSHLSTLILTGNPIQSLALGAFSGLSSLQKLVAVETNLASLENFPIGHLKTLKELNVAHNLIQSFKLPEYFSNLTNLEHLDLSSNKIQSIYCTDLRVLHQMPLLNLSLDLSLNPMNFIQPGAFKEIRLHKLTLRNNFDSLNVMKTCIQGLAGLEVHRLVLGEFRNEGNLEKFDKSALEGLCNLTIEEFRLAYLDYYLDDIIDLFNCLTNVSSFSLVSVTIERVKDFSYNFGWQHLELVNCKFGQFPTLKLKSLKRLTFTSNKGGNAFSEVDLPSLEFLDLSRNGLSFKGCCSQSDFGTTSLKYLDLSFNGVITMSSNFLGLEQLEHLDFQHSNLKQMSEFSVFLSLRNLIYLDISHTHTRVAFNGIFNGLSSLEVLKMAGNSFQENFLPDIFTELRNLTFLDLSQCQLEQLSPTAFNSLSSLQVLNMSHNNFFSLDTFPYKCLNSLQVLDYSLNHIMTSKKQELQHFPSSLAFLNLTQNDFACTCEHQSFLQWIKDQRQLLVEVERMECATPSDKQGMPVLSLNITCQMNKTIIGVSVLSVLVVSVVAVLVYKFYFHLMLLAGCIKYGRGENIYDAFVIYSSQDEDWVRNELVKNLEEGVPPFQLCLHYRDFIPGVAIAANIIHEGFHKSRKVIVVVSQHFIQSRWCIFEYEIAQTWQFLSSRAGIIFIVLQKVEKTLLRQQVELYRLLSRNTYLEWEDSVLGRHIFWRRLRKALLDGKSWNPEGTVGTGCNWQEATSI
Target sequence (Q99836 whole entry, looked up): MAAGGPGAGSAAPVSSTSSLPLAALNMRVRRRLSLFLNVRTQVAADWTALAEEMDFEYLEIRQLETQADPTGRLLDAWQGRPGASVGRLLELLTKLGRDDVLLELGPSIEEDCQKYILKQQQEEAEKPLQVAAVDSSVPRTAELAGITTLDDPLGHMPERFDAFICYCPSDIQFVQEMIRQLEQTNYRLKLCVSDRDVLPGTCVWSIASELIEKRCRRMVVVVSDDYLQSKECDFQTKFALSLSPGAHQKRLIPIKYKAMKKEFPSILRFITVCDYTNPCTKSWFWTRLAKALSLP
Redox H2O2 prof – compounds producing H2O2 with reducing agent – biochemical, NIH compound library profiling, artefact control for MLSCN library redox annotation, primary screen. DTT-dependent redox cycling H2O2, phenol red/HRP absorbance; 100% = 100 µM peroxide control, 0% = buffer. activation, % at 10 µM. 200,000 compounds, 0.03% hits;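 active = activation of at least 50% relative to the plate's high and low controls in the primary single-dose screen; inactive = activation below 50%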;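 also: compound incubated with DTT at 0.8 mM final as the reducing agent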
Hsp70 act – switches on Hsp70 transcription | 200,000 compounds, 0.04% hits | AID 1203 | HeLa Hsp70 promoter luciferase reporter, luminescence; scaled: vehicle 0, proteasome-inhibitor control 100% | activation, % at 10 µM;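 active = activation above the mean across all tested compounds plus 3 SD, cutoff set per campaign, cut at about 5.5% in these data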;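 also: 100% = MG132 at 30 µM as the positive control and 0% = DMSO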
STAT1 blocker – STAT1 signaling inhibition. NIH 3T3 STAT1-luciferase reporter, IFN-gamma, luminescence. AID 920. inhibition, % at 5.5 µM. 200,000 compounds, 0.35% hits;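 active = inhibition above a set limit, the mean inhibition across all tested compounds plus 3 SD, cut at about 34% in these data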;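 also: 0% = IFN-gamma with DMSO and 100% = IFN-gamma with 300 µM nifuroxazide; values of inactives mirror those of a sister screen read the other way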
STAT3 activator – STAT3 signaling activation; U3A cells, IL-6 STAT3-luciferase reporter, luminescence; 100% = signal with IL-6 EC80 alone; activation (% of control), % at 5.6 µM; AID 871; 190,000 compounds, 0.91% hits;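 active = activation above the screen-wide mean of compound activation plus 3 SD, cut at about 130% in these data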;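 also: 0% = background luminescence of wells with medium and substrate only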
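Test system: Human STAT1-deficient U3A cells with stable STAT3-luciferase reporter | Also added: Interleukin-6, 33 ng/mL | Timing: Compound pre-incubation 1 h before IL-6, then 6 h stimulation at 37 °C | Technique: Luciferase reporter luminescence | Read-out: Percent of IL-6-only median luminescence | Benchmarks: IL-6-only wells as 100% reference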
STAT1 activator – activators of IFN-gamma induced STAT1 signaling; NIH 3T3 STAT1-luciferase reporter, luminescence; 100% = IFN-gamma alone, no compound; activation (% of control), % at 5.5 µM; 200,000 compounds, 2.6% hits;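 active = activation above the screen-wide mean activation plus 3 SD, cut at about 130% in these data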;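 also: raw ratio to IFN-gamma control signal so 100% means no change and 0% no light; values of inactives mirror those of a sister screen read the other way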
Efa HMGR inh – E. faecalis class II HMG-CoA reductase inhibition. purified E. faecalis HMGR, NADPH absorbance 340 nm kinetic. inhibition, % at 10 µM. 190,000 compounds, 0.41% hits. AID 1066;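 active = inhibition above a set limit, the median over all tested compounds plus 3 SD, cut at about 9.5% in these data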;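 also: enzyme runs in reverse so mevalonate oxidation gives rising NADPH absorbance; 0% = complete reaction with DMSO and 100% = background rate lacking mevalonate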
NF-kB neuron act – NF-kB expression increase, human neuronal cells; AID 1239; 190,000 compounds, 1.6% hits; fold change at 12.5 µM; NF-kB reporter expression; active compounds read high; in the data active = fold change above about 3.3
APP 5'UTR act – activates APP 5'UTR luciferase reporter | SH-SY5Y APP 5'UTR luciferase reporter, luminescence; zero percent = DMSO vehicle wells | activation, % at 2 µM | 190,000 compounds, 1% hits | AID 1276;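 active = activation above a set limit, based on mean plus 3 SD of controls, cut at about 140% in these data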; also: values of inactives mirror those of a sister screen read the other way
STAT3 blocker – inhibitors of IL-6 induced STAT3 signaling; AID 862; U3A cells, IL-6 STAT3-luciferase reporter, luminescence; host cell line lacks STAT1; 190,000 compounds, 0.89% hits; inhibition, % at 5.5 µM;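 active = inhibition above the mean inhibition across all screened compounds plus 3 SD, cut at about 44% in these data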;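 also: 0% = DMSO only wells and 100% = 100 µM nifuroxazide control wells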
The depositor's hits bear a star; . = not tested or not shown.

SMILES	TLR4 MyD88 comp	Redox H2O2 prof	Hsp70 act	STAT1 blocker	STAT3 activator	STAT1 activator	Efa HMGR inh	NF-kB neuron act	APP 5'UTR act	STAT3 blocker
Cc1ccc(C)c(NS(=O)(=O)c2ccc3[nH]c(=O)oc3c2)c1	5	-0.4	1.6	4	104	96	-10	1.2	9	2
COc1ccc(COCC(O)CN(Cc2ccccc2)C(C)C)cc1OC (configuration not stated)	-2	9.5	-0.1	-7	105	104	6	0.99	2	-4
CC1CN(CCCCOc2cccc(Oc3ccccc3)c2)CC(C)O1 (configuration not stated)	5	0.1	-0.4	-1	102	99	-1	1.4	3	3
Oc1cccc(C(O)CNCc2ccc(-c3ccccc3)cc2)c1 (configuration not stated)	0	-0.1	0.1	-16	98	112	4	1.1	-7	6
COc1cccc(CN2CCN(C(=S)NCc3ccc(Cl)cc3)CC2)c1	-9	-0.9	-0.2	0	104	99	-5	0.8	-12	0
Cc1cc(/C=C2\SC(=S)N(Cc3ccco3)C2=O)c(C)n1-c1ccccc1	2	1.1	-0.4	-10	104	108	-2	0.52	91	-4
CCOc1ccccc1NC(=O)N1CCN(S(C)(=O)=O)CC1	-10	-0.3	-0.1	-6	98	104	-3	1.1	-8	8
CCOc1ccc(NC(=S)N(CCN2CCOCC2)Cc2ccc3c(c2)CCCN3CC)cc1	-6	-0.1	0.0	-4	113	102	-5	0.88	26	-14
O=C(CSc1ccccn1)N/N=C/C=C/c1ccccc1	-1	-0.3	-0.2	-10	113	109	-1	1.4	-3	-15
COc1ccc(S(=O)(=O)N2CCC(C(=O)NCc3ccccn3)CC2)cc1OC	-5	0.0	0.0	-2	103	102	-3	1.1	9	-2
CCN(CC(=O)NCCc1ccccc1)S(=O)(=O)c1ccc(Br)cc1	3	-0.8	-0.2	4	107	99	-4	0.93	-10	2
COC(=O)C(NNc1ccccc1C)(NC(=O)c1ccc(F)cc1)C(F)(F)F (configuration not stated)	-6	1.2	-0.1	8	107	93	2	0.85	18	-4
CCOC(=O)N1CCN(C(=O)c2cc(C)c3c(C)nn(-c4ccccc4)c3n2)CC1	-3	2.2	0.0	0	103	100	1	0.92	-14	2
CC(=O)c1ccc(NC(=O)Cn2nc(C)c([N+](=O)[O-])c2C)cc1	-5	-2.0	-0.3	-3	97	101	-3	1.2	0	10
O=S(c1ccsc1)c1ccsc1	0	-1.1	-0.1	9	101	92	-4	1.1	2	3
O=C(Nc1cc(S(=O)(=O)N2CCOCC2)ccc1O)c1ccco1	14	0.2	-0.3	5	94	96	2	1.2	-7	12
O=S(=O)(NCC(c1ccco1)N1CCN(c2ccccc2F)CC1)c1ccccc1 (configuration not stated)	-4	-0.3	-0.3	5	112	97	0	0.97	9	-18
Cn1cc(CNC(=O)c2cc(-c3ccc(Br)cc3)nc3ccccc23)cn1	3	-1.7	-0.2	-12	94	110	-5	0.98	-8	18
CC(C)(C)NC(=O)c1c(F)c(F)c(F)c(F)c1F	6	-0.9	-0.3	-1	95	103	-3	1	-6	4
Cc1ccc2c(c1)c1ncnc(N3CCc4ccccc4C3)c1n2C	9	0.0	-0.3	-7	133*	106	3	1.2	30	-32
O=C(NC(=S)Nc1nc(-c2ccccc2)cs1)c1cncc(Br)c1	-9	-3.8	-0.1	-12	85	111	-4	1.9	2	23
O=C(Nc1nc(N2C(=O)c3ccccc3C2=O)n(-c2ccccc2)n1)c1ccc(F)cc1	-17	2.2	0.0	-1	104	101	-1	1.1	1	0
CCOc1cc(CNCc2cccnc2)ccc1OCC(=O)NC(C)(C)C	2	0.1	0.0	-3	99	102	4	1.4	-12	9
CCN(CC)C(=O)COc1ccc(S(=O)(=O)N2CCOCC2)cc1	11	-3.2	-0.2	-5	106	104	-4	0.99	3	-4
Cc1ccccc1C(=O)Nc1nnc(-c2ccc(C(C)(C)C)cc2)s1	5	-0.4	0.3	2	102	99	-4	1.7	11	-2
New compounds follow
SMILES	TLR4 MyD88 comp	Redox H2O2 prof	Hsp70 act	STAT1 blocker	STAT3 activator	STAT1 activator	Efa HMGR inh	NF-kB neuron act	APP 5'UTR act	STAT3 blocker
O=C(COc1ccc2c(c1)CCC2)NCc1ccccc1	-8	-0.3	-0.4	-11	106	110	0	1.3	-14	-4
CC(=O)c1ccc(NC2OC(C)C(O)C(O)C2O)cc1 (configuration not stated)	-6	2.5	-0.3	7	97	94	-11	1.1	8	8
Cc1csc(NC(=O)CSc2nc(C)cs2)n1	-5	0.4	0.0	-1	102	95	-1	1.3	30	0
Cn1c(C(=O)N2CCN(c3ccc(Cl)cc3)CC2)cc2c(=O)[nH]c3ccccc3c21	-2	4.0	0.2	13	100	88	-4	0.42	-10	5
CC(=O)NC(CC(=O)Nc1ccc(S(=O)(=O)N2CCCCC2)cc1)c1ccccc1 (configuration not stated)	-13	0.1	0.0	2	101	98	1	1.1	-3	-1
COc1ccc(N2CCN(C(=O)c3ccc(F)cc3)CC2)c([N+](=O)[O-])c1	-2	-0.2	0.1	6	99	93	1	1.1	3	9
CC(C)Sc1ccc(C(=O)Nc2ccc(F)cc2F)cn1	2	0.3	0.4	-30	85	124	0	0.94	65	23
O=C(Cc1noc2ccccc12)Nc1ccc(Cl)cc1	-16	-0.1	-0.1	-19	100	117	0	1.7	28	2
CCOC(=O)c1ccc(NC(=O)NS(=O)(=O)c2ccc(C)cc2)cc1	-6	17	-0.2	-7	100	107	-6	1.1	10	6
Cc1cc(C)c(NC(=S)N2CCCC2C(=O)O)c(C)c1 (configuration not stated)	3	0.4	-0.2	-1	99	101	1	0.99	-6	-3
Cc1c(C(=O)O)c(C(=O)O)nc2ccc(N3CCOCC3)cc12	8	-1.4	0.0	-7	102	106	-5	1	5	-1
Cc1ccc(S(=O)(=O)/N=C2/C=C(Sc3ncn[nH]3)C(=O)c3ccccc32)cc1	-6	120*	0.1	15	141*	87	-3	0.83	-64	-52
COc1cc(OC)c(NC(=O)CCCn2c(=O)oc3ccccc32)cc1Cl	-5	0.0	0.2	-4	101	103	1	1.1	22	-4
COc1ccc(C(=O)NCCCn2ccnc2)cc1	-8	-0.5	-0.3	1	103	99	1	2.5	-11	0
CCCCCCC(=O)Nc1c(O)c2ccccc2[nH]c1=O	-5	-0.5	-0.5	-1	102	99	-1	0.97	-5	2
Cc1nc2sccn2c(=O)c1Br	8	0.1	-0.3	2	102	98	1	0.98	4	1
CC(Oc1ccc(Cl)cc1Cl)C(=O)Nc1ccncc1 (configuration not stated)	7	1.5	-0.2	5	67	95	-2	0.92	-5	41
CCc1nc(SCc2cccnc2)c2c(=O)n(C)c(=O)n(C)c2n1	1	-0.5	0.0	-1	107	101	-4	1.1	.	1
CCc1cccc2c(C(=S)N3CCOCC3)c[nH]c12	-3	0.5	-0.3	0	92	99	-2	0.98	-2	14
O=C1C(=O)c2c(C(=O)c3ccccc3)coc2-c2ccccc21	11	0.2	0.0	-2	101	102	-2	2.4	33	5
O=S(=O)(/N=C(/Nc1ccc(F)cc1F)c1ccc(Cl)cc1)c1ccccc1	-8	1.3	-0.3	8	85	93	-1	0.91	6	27
O=[N+]([O-])c1cc2c(c(CSc3nnc4ccccn34)c1)OCOC2	-7	-0.3	-0.2	-7	103	109	-5	1.4	5	-6
O=C(NC1CCCC1)C(c1ccccc1)N(Cc1ccc2c(c1)OCO2)C(=O)Cc1cccs1 (configuration not stated)	-20	1.5	-0.5	1	101	99	6	0.85	8	0
CCCOc1ccc(N2C(=O)CC(NNC(=O)c3ccc(COc4ccccc4)o3)C2=O)cc1 (configuration not stated)	12	-0.2	-0.3	-2	97	102	0	0.9	16	4
Cc1cc(C)c(C#N)c(SCc2ccc(C#N)cc2)n1	-18	3.8	-0.4	3	78	97	-8	1.1	5	31

6 entries from above, arranged by the value under STAT1 activator, smallest number first:
| Structure | TLR4 MyD88 comp | Redox H2O2 prof | Hsp70 act | STAT1 blocker | STAT3 activator | STAT1 activator | Efa HMGR inh | NF-kB neuron act | APP 5'UTR act |
| --- | --- | --- | --- | --- | --- | --- | --- | --- | --- |
| Cn1c(C(=O)N2CCN(c3ccc(Cl)cc3)CC2)cc2c(=O)[nH]c3ccccc3c21 | -2 | 4.0 | 0.2 | 13 | 100 | 88 | -4 | 0.42 | -10 |
| CC(=O)c1ccc(NC2OC(C)C(O)C(O)C2O)cc1 (configuration not stated) | -6 | 2.5 | -0.3 | 7 | 97 | 94 | -11 | 1.1 | 8 |
| Cc1csc(NC(=O)CSc2nc(C)cs2)n1 | -5 | 0.4 | 0.0 | -1 | 102 | 95 | -1 | 1.3 | 30 |
| COc1ccc(C(=O)NCCCn2ccnc2)cc1 | -8 | -0.5 | -0.3 | 1 | 103 | 99 | 1 | 2.5 | -11 |
| CCc1nc(SCc2cccnc2)c2c(=O)n(C)c(=O)n(C)c2n1 | 1 | -0.5 | 0.0 | -1 | 107 | 101 | -4 | 1.1 | . |
| COc1cc(OC)c(NC(=O)CCCn2c(=O)oc3ccccc32)cc1Cl | -5 | 0.0 | 0.2 | -4 | 101 | 103 | 1 | 1.1 | 22 |

(cont.)
SMILES	TLR4 MyD88 comp	Redox H2O2 prof	Hsp70 act	STAT1 blocker	STAT3 activator	STAT1 activator	Efa HMGR inh	NF-kB neuron act	APP 5'UTR act	STAT3 blocker
O=C(COC(=O)/C=C/c1cccc([N+](=O)[O-])c1)NCc1ccc2c(c1)OCO2	0	-0.1	-0.1	0	101	99	-5	1.1	2	7
COc1cccc(-n2nnc3c(=O)n(Cc4ccccc4Cl)cnc32)c1	8	0.6	0.5	5	102	96	-3	0.95	9	1
CC(NC(=O)c1ccccc1)C(c1cccs1)N1CCOCC1 (configuration not stated)	-4	-0.6	0.1	2	104	98	4	1.1	-5	4
c1ccc(C2CC(c3ccccc3)n3ncnc3N2)cc1 (configuration not stated)	5	-0.2	-0.4	8	100	93	-3	1.1	3	7
N/C(=N\OC(=O)c1ccccc1)c1ccncc1	8	-2.5	0.1	-18	98	115	-5	1.1	38	9
Cc1[nH]c2ccccc2c1C(=O)C(=O)NCCOc1ccccc1	-1	-0.1	-0.2	5	91	94	-8	1.7	-10	12
CCC(=O)Nc1nc2ccc3sc(C)nc3c2s1	13	-0.6	-0.2	-79	116	168*	-6	1.5	79	-14
Cc1nn(C)cc1-c1csc(N)n1	4	-0.6	0.1	-2	95	100	-1	1.2	2	12
O=C1OC(c2ccccc2)=C/C1=C\N1CCOCC1	-6	2.4	0.2	-21	109	119	2	0.94	0	-6

STAT1 activator, hit marks shown above.
Compound	TLR4 MyD88 comp	Redox H2O2 prof	Hsp70 act	STAT1 blocker	STAT3 activator	STAT1 activator	Efa HMGR inh	NF-kB neuron act	APP 5'UTR act
CCC(=O)Nc1nc2ccc3sc(C)nc3c2s1	13	-0.6	-0.2	-79	116	168*	-6	1.5	79
